Compound activity as filed in PubChem.
GSK3beta inhib: blocks human GSK3beta kinase activity | P49841 | activity score (negative = inhibition), % at 10 µM | GST-GSK3beta kinase, ADP-Glo luminescence, 60 min; stronger effect = lower value | 0.038% of 300,000 active;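 active = more than half of replicate wells score below -50%, meaning over 50% inhibition versus plate controls; inconclusive = some replicates but at most half score below -50%; inactive = no replicate scores below -50%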;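 note: 0% = median DMSO wells and -100% = median GW8510 positive control wells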
Target sequence (P49841 whole entry, looked up): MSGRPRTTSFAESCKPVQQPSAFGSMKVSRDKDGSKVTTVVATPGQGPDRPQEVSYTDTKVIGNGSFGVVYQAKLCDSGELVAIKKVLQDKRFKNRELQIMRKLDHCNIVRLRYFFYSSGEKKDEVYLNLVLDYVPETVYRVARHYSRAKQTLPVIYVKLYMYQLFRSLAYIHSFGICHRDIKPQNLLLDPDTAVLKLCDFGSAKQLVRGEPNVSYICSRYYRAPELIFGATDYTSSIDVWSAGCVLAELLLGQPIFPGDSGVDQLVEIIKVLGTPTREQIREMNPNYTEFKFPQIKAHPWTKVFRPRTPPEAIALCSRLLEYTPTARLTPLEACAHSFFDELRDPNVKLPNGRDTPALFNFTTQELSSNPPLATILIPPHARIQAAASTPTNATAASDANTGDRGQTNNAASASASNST
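Test system: GST-fused GSK3beta enzyme, cell-free | Quantity: 1.6 ng GST-GSK3beta enzyme per well | Reagent: 25 µM ATP with peptide substrate | Schedule: 60 min enzyme reaction, room temperature | Signal: Luminescent ADP-Glo measurement of ADP formed | Read-out basis: Score relative to plate controls | Control set: DMSO and 20 µM GW8510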
HSF1 inh: HSF1 inhibition; NIH3T3-HGL HSE-luciferase, MG132-induced, luminescence 8 h; stronger effect = lower value; 0.77% of 300,000 active; activity change, negative = inhibition, % at 7.5 µM (by protocol);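 active = more than half of replicate wells show activity change below -50%, luminescence cut by over half; inconclusive = some wells, but at most half, below -50%; inactive = no replicate well below -50%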;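 note: luciferase reports HSF-1 transcriptional activity via heat shock element; 0% = median of DMSO wells and -100% = zero luminescence signal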
HSP90 refold inh: inhibitors of HSP90 luciferase refolding in rabbit reticulocyte lysate. 0.91% of 290,000 active. luciferase refolding luminescence, 3 h. inhibition, % at 5.6 µM;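 active = inhibition above the screen-wide mean plus 3 SD, computed separately per campaign, cut at about 16% in these data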;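 note: 0% = DMSO wells and 100% = 60 µM geldanamycin wells; inhibitors lower the luminescence because luciferase stays unfolded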
HIF activator: HIF pathway transcriptional activation; U2OS HRE-luciferase reporter, luminescence; normalized: DMSO 0%, desferrioxamine 100%; activation, % at 7.5 µM (by protocol); 0.32% of 300,000 active;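 active = mean activation of at least 10% of the iron chelator positive control signal, with at least half of replicates also reaching 10%; inconclusive = mean and replicate majority disagree about reaching 10%; inactive = mean and most replicates under 10%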
IEC-6 cytotox: counter-screen for KLF5 inhibitors: cytotoxicity in IEC-6 cells | inhibition, % at 5 µM | 0.78% of 290,000 active | IEC-6 cytotoxicity, luminescence viability | AID 1825; in the data active = inhibition above about 22%;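 note: 0% = plate median of test compound wells and 100% = cytotoxic reference compound wells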
aSyn 5UTR inh: 5' untranslated region of α-synuclein, MLPCN primary screen; 0.82% of 300,000 active; alpha-synuclein 5'UTR reporter, inhibitor activity; inhibition, % (tested at 7.5 µM); AID 1813; in the data active = inhibition above about 60%; inconclusive = no clear call, values can overlap the other calls;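 note: H4 neuroglioblastoma cells stably carrying SNCA 5'UTR luciferase fusion; 0% = DMSO wells and 100% = positive control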
HSF-1 act: increases HSF-1 driven luciferase reporter signal. NIH3T3-HGL HSF-1 luciferase reporter, MG132, 8 h; 100% = twice DMSO control signal. 1.7% of 300,000 active. activation, % at 9 µM;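 active = mean replicate activation of at least 50% with a set share of replicates each reaching 50%; inconclusive = only one of those two conditions met; inactive = mean below 50% and too few replicates reaching it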;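 note: 0% = median of the neutral control wells and 100% = twice that signal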
AI-2 QS mod: modulates the Vibrio harveyi AI-2 quorum sensing system; activity change, % at 7.5 µM; Vibrio harveyi JMH597 AI-2 luminescence/OD600 ratio, 9 h; stronger effect = lower value; strain lacks LuxN and CqsS sensors; 0 = neutral-control median; 0.4% of 300,000 active; AID 2094; in the data active = activity change below about -75%, passing the limit was not always enough; inconclusive = no clear call, values can overlap the other calls;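 note: luminescence divided by OD600 gain over 9 h not by final OD600 alone; inactives centre near 13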
KLF5 inhibitor: kruppel-like factor 5 inhibition | DLD-1 KLF5 promoter-luciferase reporter, luminescence | inhibition, % at 5 µM | 0.23% of 290,000 active | AID 1700;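 active = inhibition above a per-plate limit of that plate's mean compound inhibition plus 3 SD, cut at about 60% in these data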;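 note: 0% = DMSO wells and 100% = LY294002 at 200 µM; higher means less KLF5 promoter-driven luciferase light; inactives centre near -14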
GSK3A inh: inhibitors of human GSK-3 alpha kinase. P49840. AID 2650. ADP-Glo luminescence, 60 min. inhibition, % at 10 µM. 0.1% of 320,000 active;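 in the data active = inhibition above about 50%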;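 note: GST-tagged GSK-3 alpha with peptide substrate and 25 µM ATP; 0% = DMSO neutral wells and 100% = GW8510 positive control wells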
Target sequence (P49840 whole entry, looked up): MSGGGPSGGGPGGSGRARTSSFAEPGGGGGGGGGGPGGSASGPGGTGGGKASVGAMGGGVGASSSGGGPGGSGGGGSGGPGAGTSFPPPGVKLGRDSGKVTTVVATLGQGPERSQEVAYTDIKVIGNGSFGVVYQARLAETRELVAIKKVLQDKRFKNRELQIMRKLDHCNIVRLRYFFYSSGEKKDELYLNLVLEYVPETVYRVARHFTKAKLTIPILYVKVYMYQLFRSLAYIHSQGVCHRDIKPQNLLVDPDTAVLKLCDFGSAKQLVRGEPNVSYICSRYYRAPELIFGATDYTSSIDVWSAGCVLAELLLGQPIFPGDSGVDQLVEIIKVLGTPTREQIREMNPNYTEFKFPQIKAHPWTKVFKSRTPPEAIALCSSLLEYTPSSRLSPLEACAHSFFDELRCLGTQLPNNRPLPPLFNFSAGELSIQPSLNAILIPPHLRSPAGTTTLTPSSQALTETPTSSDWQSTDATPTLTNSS
* marks the source's active call; other numbers are inactive results; ? = inconclusive; / = not tested or not shown.

A first look (two entries):
No.	SMILES	GSK3beta inhib	HSF1 inh	HSP90 refold inh	HIF activator	IEC-6 cytotox
1	O=C(COc1ccc2ccccc2c1)Nc1cccnc1Cl	0	1	-3	0.7	-1
2	Brc1ccc(-c2ncc3ccccn23)cc1	-1	/	27*	/	2

No.	aSyn 5UTR inh	HSF-1 act	AI-2 QS mod	KLF5 inhibitor	GSK3A inh
1	-77	35	9	-19	-3
2	-130	/	2	-38	0

The whole of this part, from the start:
No.	SMILES	GSK3beta inhib	HSF1 inh	HSP90 refold inh	HIF activator	IEC-6 cytotox
1	O=C(COc1ccc2ccccc2c1)Nc1cccnc1Cl	0	1	-3	0.7	-1
2	Brc1ccc(-c2ncc3ccccn23)cc1	-1	/	27*	/	2
3	CC(=O)c1cccc(NC(=O)CN(C)S(=O)(=O)c2ccc3c(c2)CC(C)N3C(C)=O)c1 (centres undefined)	-2	-1	-3	-0.2	-4
4	Cc1cc(NC(=O)c2ccc(NC(=O)c3cccs3)cc2)no1	1	1	3	0.2	0
5	COCCCN1C(=O)C(O)=C(C(C)=O)C1c1cccc(F)c1 (centres undefined)	3	-3	1	-0.2	-2
6	CCC(C)(C)NC(=O)C(c1cccn1C)N(C(=O)Cn1nnc2ccccc21)c1ccc(F)cc1 (centres undefined)	1	-3	0	0.1	-5
7	O=C(NCc1cccnc1)c1cccc(OC2CCN(Cc3ccc(CO)o3)CC2)c1	-2	-6	2	-0.3	4
8	COc1ccc(CN(C)C(=O)c2cc(-c3ccc(C)cc3C)nc3ccccc23)c(OC)c1OC	-2	-19	4	-0.7	4

No.	aSyn 5UTR inh	HSF-1 act	AI-2 QS mod	KLF5 inhibitor	GSK3A inh
1	-77	35	9	-19	-3
2	-130	/	2	-38	0
3	19	-2	12	-17	1
4	-8	10	8	-1	-5
5	25	-6	44	-25	1
6	-10	4	13	-24	-1
7	7	-2	35	-8	7
8	20	-17	10	-6	0

Later entries
No.	SMILES	GSK3beta inhib	HSF1 inh	HSP90 refold inh	HIF activator	IEC-6 cytotox
9	CCS(=O)(=O)c1nc(S(=O)(=O)c2ccc(C)cc2)c(N2CC(C)CC(C)C2)s1 (centres undefined)	-2	-14	2	-4.6	-2
10	Cc1nc2ccc(C(=O)OCc3nnc(-c4ccc(Br)cc4)o3)cc2nc1C	2	-3	-6	0.1	-6
11	COc1cc(C2C3=C(CCCC3=O)Nc3[nH]n(-c4ccccc4)c(=O)c32)cc(OC)c1OC (centres undefined)	3	1	3	-0.3	-3
12	COCc1cc(C(C)=O)ccc1OCC(=O)Nc1ccc(NC(C)=O)cc1	3	1	3	-0.4	1
13	COCCn1c(CN(Cc2ccccc2)Cc2ccccc2)nc2c1c(=O)n(C)c(=O)n2C	-1	-2	3	-0.4	-1
14	CCc1ccccc1NC(=O)CSc1nc2ccccc2n1CC(=O)N(C)C	2	-5	0	0.0	-3
15	CCSc1nnc(NC(=O)c2cc(C)nc3ccccc23)s1	1	-4	2	-0.5	-4
16	COc1ccc(CNC(=O)[C@H](Cc2c[nH]c3ccccc23)NC(C)=O)cc1OC	/	1	-3	-28	3

No.	aSyn 5UTR inh	HSF-1 act	AI-2 QS mod	KLF5 inhibitor	GSK3A inh
9	53	-6	46	-10	-1
10	24	0	24	-5	-3
11	-8	14	19	-4	0
12	-4	9	13	-27	-3
13	28	-20	0	-9	-2
14	15	-14	2	-6	/
15	5	-7	2	-24	-4
16	-14	15	/	-14	0

Results in sequence from the entries so far.
Entries 9 to 14 in aSyn 5UTR inh, in turn: 53, 24, -8, -4, 28, 15
Entries 9 to 14 in HIF activator, in turn: -4.6, 0.1, -0.3, -0.4, -0.4, 0.0

Further compounds.
No.	SMILES	GSK3beta inhib	HSF1 inh	HSP90 refold inh	HIF activator	IEC-6 cytotox
17	Cc1csc2ncc(C(=O)Nc3ccccc3Cl)c(=O)n12	0	-18	0	0.8	1
18	Cc1ccc(S(=O)(=O)NC2CCCC(C(=O)O)C2)cc1 (centres undefined)	2	-5	-1	-20	0
19	COc1ccccc1N(CC(O)COc1c(C)cc(C)cc1C)S(=O)(=O)c1ccccc1 (centres undefined)	2	7	-2	-0.4	10
20	O=C(NC1CCCCCCC1)c1cccc(Cl)c1	0	13	-9	2.3	-3
21	CC#CCN(Cc1ccco1)C(=O)C1CCC(=O)N(Cc2ccccc2F)C1 (centres undefined)	2	5	6	0.7	-1
22	Cc1ccnc(NC(=O)CSc2ccc3c(c2)OCCO3)c1	-8	11	/	3.2	/
23	O=C(Cc1ccc(Cl)cc1)Nc1ccc(-c2nnc(-c3ccco3)o2)cc1	0	13	5	-0.7	2
24	O=C(NC(=S)Nc1ccc(S(=O)(=O)N2CCCC2)cc1)c1cccs1	1	-4	4	-0.6	2

No.	aSyn 5UTR inh	HSF-1 act	AI-2 QS mod	KLF5 inhibitor	GSK3A inh
17	-204	-32	1	7	0
18	-28	13	11	6	0
19	-5	31	19	-33	-1
20	-166	8	3	-95	-1
21	-8	-15	20	-20	-1
22	-114	31	13	/	20
23	-26	12	13	-18	/
24	-17	8	13	4	-1

New compounds follow:
No.	SMILES	GSK3beta inhib	HSF1 inh	HSP90 refold inh	HIF activator	IEC-6 cytotox
25	CCc1ccc(NC(=O)NC(C)c2ccc3c(c2)OCO3)cc1 (centres undefined)	4	8	1	0.1	2
26	CCCOc1c(Br)cc(C(=O)OCC(=O)NC2CC2)cc1OC	2	1	/	-0.4	/
27	CNC(=S)N(Cc1ccco1)Cc1cc2cc(OC)c(OC)cc2[nH]c1=O	1	15	3	0.2	-6
28	C=CCNc1nc(Nc2ccc(OC)cc2OC)nc(OCC)n1	-3	0	2	-0.3	2
29	Nc1c(-c2ccc(Cl)cc2)cnc2ncnn12	3	-2	-2	-0.1	2
30	Cc1csc(=O)n1CC(=O)OCC(=O)Nc1cc(Cl)ccc1[N+](=O)[O-]	-2	-3	-4	-0.2	1
31	CCCCc1ccc(NC(=S)Nc2ccc(Cl)c(S(=O)(=O)N(C)C)c2)cc1	-1	-2	-5	-0.3	-2
32	Brc1ccc(C2=Nc3cccc4cccc(c34)N2)o1	0	-3	-2	-0.3	-16

No.	aSyn 5UTR inh	HSF-1 act	AI-2 QS mod	KLF5 inhibitor	GSK3A inh
25	13	10	21	-47	-2
26	4	5	9	/	-3
27	22	57*	8	10	0
28	14	-14	8	3	-1
29	20	-11	3	1	-1
30	6	0	16	-28	-1
31	-68	15	14	-11	1
32	-74	1	2	-26	2

Following part
No.	SMILES	GSK3beta inhib	HSF1 inh	HSP90 refold inh	HIF activator	IEC-6 cytotox
33	CCN(CC)C(=O)N1CCc2ccccc2C1CN1C(=O)c2ccccc2C1=O (centres undefined)	1	1	-2	-0.4	-8
34	COc1ccc(S(=O)(=O)CCC(=O)Nc2cc(C)ccc2OC)cc1	2	-66*	-4	-0.3	-7
35	COc1ccc(N(CC(=O)Nc2ccc(C(N)=O)cc2)S(=O)(=O)c2ccc(C)c([N+](=O)[O-])c2)cc1	0	-6	0	-0.1	-1
36	COc1ccccc1N1CCN(c2ccnc3cc(Cl)ccc23)CC1	1	-25	-3	0.1	65*
37	Cc1ccc(OCC(=O)Nc2cc(C(=O)O)cc(C(=O)O)c2)cc1C	5	-6	-2	-0.6	-4
38	Cc1cc(C)nc(N2CCC(C(=O)NCC3CCCCC3)CC2)n1	-1	-16	0	-0.3	-6
39	O=C(O)CSc1nnc(CNc2ccc(Cl)cc2)n1Cc1ccccc1	5	8	-5	1.1	3
40	Cc1ccc(-c2n[nH]c(=O)c3ccccc23)cc1S(=O)(=O)NCCN1CCOCC1	1	4	-1	-0.6	0

No.	aSyn 5UTR inh	HSF-1 act	AI-2 QS mod	KLF5 inhibitor	GSK3A inh
33	-25	-1	28	-8	/
34	-31	-73	17	1	-5
35	-14	2	28	5	2
36	87*	-25	-5	42	0
37	26	-25	22	-20	2
38	-13	-11	20	17	/
39	1	19	22	-17	-2
40	30	-2	14	-5	2

The results go on:
No.	SMILES	GSK3beta inhib	HSF1 inh	HSP90 refold inh	HIF activator	IEC-6 cytotox
41	COC(=O)c1ccccc1NC(=O)CNC(=O)c1ccco1	0	0	-1	-0.1	4
42	CC12CCC(=O)N1C(C(=O)Nc1cc(C(F)(F)F)ccc1N1CCCCC1)CS2 (centres undefined)	-1	4	/	-0.9	/
43	O=C(Nc1cc(C(F)(F)F)ccc1N1CCOCC1)c1ccc(Br)o1	-1	/	-6	0.1	-4
44	COC(=O)C1CCN(S(C)(=O)=O)CC1	2	-8	1	-0.8	-3
45	CCOc1ccccc1NC1=C(Cl)C(=O)N(Cc2ccccc2)C1=O	2	-1	9	-1.8	-2
46	Cc1ccc2c3c(c(SCC(=O)Nc4nonc4C)nc2c1)CCCC3	1	-20	-3	-0.2	-1
47	CCOc1ccc(-c2cc(N)n(S(=O)(=O)c3ccc(OC)cc3)n2)cc1	0	11	1	0.1	18
48	COc1ccccc1-n1c(-c2cccnc2)n[nH]c1=S	-3	2	-1	/	2
49	CCOc1ccc(/C=C/C(=O)c2ccccc2)cc1	3	17	5	-8.8	2

No.	aSyn 5UTR inh	HSF-1 act	AI-2 QS mod	KLF5 inhibitor	GSK3A inh
41	-10	16	28	-8	-1
42	5	6	21	/	-2
43	26	/	17	-2	-1
44	-4	8	2	-28	-1
45	-16	14	-16	-19	-1
46	10	-23	8	-9	-3
47	25	14	6	-19	-1
48	-19	-1	0	-28	2
49	-179	?	11	-137	10

A draw from above in order of SMILES length, low to high.
No.	SMILES	GSK3beta inhib	HSF1 inh	HSP90 refold inh	HIF activator	IEC-6 cytotox
22	Cc1ccnc(NC(=O)CSc2ccc3c(c2)OCCO3)c1	-8	11	/	3.2	/
5	COCCCN1C(=O)C(O)=C(C(C)=O)C1c1cccc(F)c1 (centres undefined)	3	-3	1	-0.2	-2
46	Cc1ccc2c3c(c(SCC(=O)Nc4nonc4C)nc2c1)CCCC3	1	-20	-3	-0.2	-1

No.	aSyn 5UTR inh	HSF-1 act	AI-2 QS mod	KLF5 inhibitor	GSK3A inh
22	-114	31	13	/	20
5	25	-6	44	-25	1
46	10	-23	8	-9	-3
